Compound activity deposited in PubChem by several laboratories.
GSK3B inh: inhibitors of human GSK3beta kinase | GST-GSK3beta kinase, ADP-Glo luminescence, 60 min; active compounds read low | activity score (negative = inhibition), % at 10 µM | 300,000 compounds, 0.038% hits | P49841;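 active = more than half of replicate wells score below -50%, meaning over 50% inhibition versus plate controls; inconclusive = some replicates but at most half score below -50%; inactive = no replicate scores below -50%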;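 note: 0% = median DMSO wells and -100% = median GW8510 positive control wells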
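Test system: GST-tagged human GSK3beta kinase, cell-free; evaluation: activity score scaled between in-plate DMSO and GW8510 controls; measured by: ADP-Glo luminescence; incubation: 60 min reaction, RT; benchmarks: DMSO and 20 µM GW8510; reagent: peptide substrate plus 25 µM ATP (final); medium: Tris/MgCl2 kinase buffer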
KCNQ1 inh: blocks the human KCNQ1 potassium channel | P51787 | CHO-K1 KCNQ1, FluxOR thallium flux fluorescence; active compounds read high | B-score at 10 µM | 310,000 compounds, 1.3% hits | AID 2642;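 active = compounds whose thallium flux B-score, printed positive for inhibition, exceeds three library SD while starting fluorescence stays within three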;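 note: channel opened by potassium depolarization with thallium stimulus after 20 min compound exposure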
Target sequence (P51787 whole entry, looked up): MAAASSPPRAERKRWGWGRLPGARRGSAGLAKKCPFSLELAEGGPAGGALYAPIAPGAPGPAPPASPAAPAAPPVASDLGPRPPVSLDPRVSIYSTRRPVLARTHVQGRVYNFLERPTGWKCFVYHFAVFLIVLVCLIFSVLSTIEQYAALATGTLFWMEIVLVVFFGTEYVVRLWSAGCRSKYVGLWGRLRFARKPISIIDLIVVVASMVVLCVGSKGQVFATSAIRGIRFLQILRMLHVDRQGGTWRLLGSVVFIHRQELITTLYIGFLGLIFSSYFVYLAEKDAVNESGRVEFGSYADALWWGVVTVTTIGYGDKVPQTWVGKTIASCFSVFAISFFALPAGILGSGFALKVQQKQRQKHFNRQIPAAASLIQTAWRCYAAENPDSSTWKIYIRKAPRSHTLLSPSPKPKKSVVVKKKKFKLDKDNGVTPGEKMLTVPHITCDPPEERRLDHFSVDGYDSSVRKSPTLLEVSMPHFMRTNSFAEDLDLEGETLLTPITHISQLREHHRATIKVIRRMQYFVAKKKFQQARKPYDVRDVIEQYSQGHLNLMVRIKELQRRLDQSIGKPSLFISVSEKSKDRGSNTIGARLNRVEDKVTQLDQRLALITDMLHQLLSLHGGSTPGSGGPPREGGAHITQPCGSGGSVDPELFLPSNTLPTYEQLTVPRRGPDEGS
KCNK3 block: human KCNK3 channel inhibition, primary screen; B-score at 10 µM; CHO-KCNK3 thallium flux, FluxOR fluorescence; active compounds read low; 340,000 compounds, 0.84% hits; AID 602410;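 active = B-score under library mean minus 4 SD, starting fluorescence ratio at most library mean plus 5 SD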;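 note: more negative B-score means stronger inhibition of thallium flux through KCNK3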
hERG protect: shields human hERG channel from block by proarrhythmic agents; CHO-hERG, FluxOR thallium flux, dofetilide IC70 present; 310,000 compounds, 0.51% hits; activation (rescue from dofetilide block), less the hit threshold, % at 10 µM;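 active = activation above the mean of controls blocked by dofetilide plus 5 SD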;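 note: thallium influx through hERG after potassium depolarization seen as dye fluorescence rise; in these data hits start at about 4.7%; inactives centre near -7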
KCNK9 inh: human KCNK9 channel inhibition. B-score at 10 µM. AID 488922. 310,000 compounds, 1.2% hits. Q9NPC2. HEK293 KCNK9, FluxOR thallium flux fluorescence; active compounds read low;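 active = ratio B-score over 3 SD below the library mean, with starting fluorescence within 5 SD of its mean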;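 note: negative B-score means less thallium flux so channel inhibition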
HDAC3 inh: human HDAC3 inhibition. recombinant HDAC3, fluorogenic peptide/trypsin coupled, fluorescence. inhibition, % at 8.3 µM. 320,000 compounds, 0.15% hits. AID 2718; in the data active = inhibition above about 26%, passing the limit was not always enough; inconclusive = no clear call, values can overlap the other calls
Target sequence (O15379 whole entry, looked up): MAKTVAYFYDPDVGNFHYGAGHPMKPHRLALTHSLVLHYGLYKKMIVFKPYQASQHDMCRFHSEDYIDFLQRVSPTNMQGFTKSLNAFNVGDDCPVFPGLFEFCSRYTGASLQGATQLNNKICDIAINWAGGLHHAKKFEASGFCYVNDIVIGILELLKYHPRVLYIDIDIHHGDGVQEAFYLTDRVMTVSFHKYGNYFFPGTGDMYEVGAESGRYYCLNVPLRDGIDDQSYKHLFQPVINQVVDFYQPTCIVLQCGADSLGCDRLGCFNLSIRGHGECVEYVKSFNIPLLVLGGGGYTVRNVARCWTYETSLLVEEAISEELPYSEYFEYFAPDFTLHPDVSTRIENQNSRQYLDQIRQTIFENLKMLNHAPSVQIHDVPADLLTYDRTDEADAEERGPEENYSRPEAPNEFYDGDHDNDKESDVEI
PolyA inhibitor: inhibitors of polyadenylation in S. cerevisiae | S. cerevisiae SKY197-pL101 polyadenylation reporter, beta-gal luminescence; efflux-impaired pdr1/pdr3 knockout yeast; score 100 = 6 SD above DMSO | 300,000 compounds, 0.02% hits | calls only at 12 µM;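 active = lowest replicate activity score at least 50, where 100 means six control SD above control mean; inconclusive = lowest score under 50 but half or more replicates reach 50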;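 note: yeast exposed to compound for 9 h at 30 °C; higher score means more reporter readthrough which indicates perturbed polyadenylation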
GSK3 alpha inh: human GSK-3 alpha kinase inhibition | P49840 | ADP-Glo luminescence, 60 min | inhibition, % at 10 µM | 320,000 compounds, 0.1% hits;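 in the data active = inhibition above about 50%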;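 note: GST-tagged GSK-3 alpha with peptide substrate and 25 µM ATP; 0% = DMSO neutral wells and 100% = GW8510 positive control wells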
KCNQ1 act: potentiates or activates the human KCNQ1 potassium channel | P51787 | 310,000 compounds, 0.35% hits | CHO-K1 KCNQ1, thallium flux FluxOR fluorescence; active compounds read high | B-score at 10 µM;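 active = fluorescence ratio B-score, a plate-corrected score, at least three library SD, with initial intensity B-score within 5 SD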
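System: Stable KCNQ1 CHO-K1 line | Incubation: 90 min dye loading and 20 min compound exposure, both at room temperature | Measure: Ratio B score | Medium: Assay buffer for compound exposure, DMSO matched across wells | Compound dosing: Single-concentration screen | Probe or stimulus: K+/Tl+ depolarizing stimulus | Measured by: Kinetic FluxOR fluorescence, 10 s baseline plus 110 s post-stimulus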
DYRK1A inh: inhibitors of rat Dyrk1A kinase; ADP-Glo luminescence, NFATc1 peptide; inhibition, % at 12.5 µM; 310,000 compounds, 0.43% hits; in the data active = inhibition above about 50%;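 note: plate controls were vehicle with enzyme for no effect and no enzyme for full effect; many of its hits are not listed in these tables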
RGS4 act: potentiators or activators of RGS4. B-score at 10 µM. HEK293 M3R/inducible RGS4, carbachol calcium flux Fluo4; active compounds read low. 310,000 compounds, 0.92% hits;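 active = B-score of the integrated calcium signal more than 4 SD below the library mean, with starting fluorescence not abnormally high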;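 note: negative B-score means reduced calcium response which marks RGS4 activation or potentiation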
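test system = HEK293 cells with stable M3R and inducible RGS4 | schedule = recording 10 s baseline at 1 Hz, 100 s post-agonist | technique = Fluo4-AM (2 µM) calcium-flux fluorescence, kinetic read | measure = Agonist-evoked peak-minus-minimum fluorescence over baseline, integrated ratio, B score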
An asterisk follows results filed as active; i = inactive; ? = inconclusive; · = no result given. The list is partial; the hit share may differ from the screen's.

canonical_smiles | GSK3B inh | KCNQ1 inh | KCNK3 block | hERG protect | KCNK9 inh | HDAC3 inh | PolyA inhibitor | GSK3 alpha inh | KCNQ1 act | DYRK1A inh | RGS4 act
Fc1ccccc1Cn1nnc2c(-n3ccnc3)ncnc21 | -0.3 | i | i | -5.6 | i | 2.8 | i | 2.2 | i | 4.0 | i
CN1CCN(C(c2ccc(Cl)cc2)c2cc(Cl)c3cccnc3c2O)CC1 (centres undefined) | 0.7 | i | i | -10.0 | i | 8.4 | i | -2.5 | i | 0.6 | i
COc1cc(C(=O)Nc2ccccn2)cc(OC)c1OC | 0.4 | i | i | -2.9 | i | -1.0 | i | 0.7 | i | -1.6 | i
O=C(NCc1n[nH]c(=S)n1-c1ccc(F)cc1)c1ccc(S(=O)(=O)N2CCCCC2)cc1 | -1.7 | i | i | -7.5 | i | 2.2 | i | -0.8 | i | -3.4 | i
O=C(Nc1ccc2oc(-c3cccnc3)nc2c1)c1ccc([N+](=O)[O-])o1 | -4.4 | i | i | -4.6 | i | · | i | · | i | 2.9 | i
CC12CCC(=O)N1C(C(=O)Nc1nnc(SCc3ccccc3F)s1)CS2 (centres undefined) | -2.7 | i | i | -17.5 | i | 5.5 | i | -3.2 | i | -3.9 | i
C=CCn1c(=O)c2ccccc2n2c(SCC(=O)NC(C)C)nnc12 | 1.1 | i | i | -10.2 | i | · | i | · | i | -1.2 | i
CCOC(=O)Cc1csc(NC(=O)CCc2ccc(S(=O)(=O)N3CCOCC3)cc2)n1 | -0.6 | i | i | -2.0 | i | -2.7 | i | -1.2 | i | -6.3 | i
Cc1ccc(NC(=O)CS(=O)(=O)c2cn(C)c3ccccc23)c(C)c1 | 1.7 | i | i | -12.6 | i | -1.0 | i | -1.8 | i | -0.4 | i
COc1ccc(CNC(=O)CSc2nnc3c(Cl)cc(C(F)(F)F)cn23)cc1OC | 2.4 | i | i | -10.5 | i | -5.4 | i | 1.9 | i | -2.6 | i
COc1ccc(N2CCN(c3oc(COc4ccccc4Cl)nc3C#N)CC2)cc1 | -0.2 | i | i | -6.3 | i | -0.9 | i | -1.4 | i | 0.1 | i
Cc1ccc(S(=O)(=O)N/N=C/c2cccc([N+](=O)[O-])c2)cc1 | 1.3 | i | i | -7.0 | i | 7.9 | i | -4.4 | i | -0.3 | i
O=C(Nc1ccc2c(c1)OCCO2)N1CCOCC1 | 1.2 | i | i | -9.0 | i | -1.0 | i | -2.2 | i | · | i
CN(c1ccc(OC(=O)CN2C(=O)NC3(CCCC3)C2=O)cc1)S(=O)(=O)c1ccccc1 | 1.9 | i | i | -8.6 | i | 2.1 | i | -0.8 | i | -8.7 | i
COC(=O)c1ccc(NC(=O)CN(c2ccc(OC)cc2)S(C)(=O)=O)cc1 | 1.9 | i | i | -13.1 | i | -0.1 | i | -2.1 | i | 4.6 | i
O=C(CN1CCCCC1)NNc1nc(-c2ccccc2)c2cc(Br)ccc2n1 | -5.1 | i | i | -5.3 | i | -6.3 | i | -0.6 | i | · | i
Cc1ccc(/C=N\NC(=O)c2ccc(Cn3cc(Br)c([N+](=O)[O-])n3)o2)o1 | -1.4 | i | i | -9.4 | i | -5.1 | i | · | i | -6.6 | i
Cc1cc(NCC2CCCCC2)nc2ccccc12 | -2.1 | 7* | i | -9.6 | i | -0.6 | i | -0.1 | i | 2.8 | i
COCCOC(=O)C1=C(C)N=C2SCCC(=O)N2C1c1cccs1 (centres undefined) | -6.0 | i | i | 6.3* | i | -13.3 | i | -2.9 | i | -5.3 | i
Cc1nc(-c2ccc(S(=O)(=O)Nc3ccccc3C)cc2)co1 | -2.3 | i | i | -5.3 | i | -6.2 | i | -0.5 | i | -5.6 | i
O=C(CN1CCOCC1)Nc1ccc(-c2nc3ccccc3[nH]2)cc1 | 0.6 | i | i | -10.0 | i | 3.1 | i | -1.0 | i | -4.1 | i
Cc1ccccc1C(=O)N1CCN(c2ccc(NC(=O)c3cccc(OC(C)C)c3)cc2)CC1 | 0.8 | i | i | -5.0 | i | 15.9 | i | -2.7 | i | 59.7* | i
COc1ccc(NC(C)(C)c2nnnn2-c2c(C)cccc2C)cc1 | -3.3 | i | i | -8.9 | i | -1.5 | i | 6.5 | i | -2.6 | i
CCOCCCNC(=O)C(c1ccc(OC)cc1)N(Cc1ccc2c(c1)OCO2)C(=O)c1cnccn1 (centres undefined) | 2.9 | i | i | -18.0 | i | 6.9 | i | -1.4 | i | · | i
COc1ccc(C2=CC(=O)CC(c3ccc(F)cc3)C2)cn1 (centres undefined) | 25.1 | i | i | -5.4 | i | 0.3 | i | 1.0 | i | 17.9 | i
CCOC(=O)CSC1=NC(=O)/C(=C\c2ccc(Cl)cc2)S1 | 0.6 | 6* | i | -12.2 | i | 14.5 | i | 5.5 | i | 49.0 | i
O=C(/C=C/c1ccccc1)NCCS(=O)(=O)N1CCN(c2ccc(F)cc2)CC1 | 2.5 | i | i | -9.6 | i | -2.5 | i | 2.7 | i | -3.2 | i
O=C(NCc1ccccn1)C(C(=O)c1ccc(F)cc1)n1ccccc1=O (centres undefined) | 1.8 | i | i | -6.6 | i | 6.9 | i | 14.3 | i | 0.5 | i
CCCCOc1ccc(/C(O)=C2/C(=O)C(=O)N(CCCOC)C2c2ccncc2)cc1C (centres undefined) | -2.5 | i | i | -1.0 | i | -3.4 | i | 0.3 | i | 2.0 | i
O=c1oc2ccccc2c(Cl)c1CN1CCCCC1 | 1.8 | i | i | 1.4 | i | 3.5 | i | -1.2 | 15* | 3.8 | i
CCOC(=O)CSc1nc(C)c2cc(OC)ccc2n1 | -3.2 | i | i | -14.2 | i | -13.3 | i | -1.7 | i | 13.0 | i
Cc1ccnc(SCC(=O)Nc2sc3c(c2C#N)CCCC3)n1 | 1.5 | i | i | -6.1 | i | -1.0 | i | -2.1 | i | 9.7 | i

Full records, quoted from the list. Values in the order: GSK3B inh	KCNQ1 inh	KCNK3 block	hERG protect	KCNK9 inh	HDAC3 inh	PolyA inhibitor	GSK3 alpha inh	KCNQ1 act	DYRK1A inh	RGS4 act
Record of COc1ccc(C2=CC(=O)CC(c3ccc(F)cc3)C2)cn1 (centres undefined) → 25.1	i	i	-5.4	i	0.3	i	1.0	i	17.9	i
Record of O=C(NCc1ccccn1)C(C(=O)c1ccc(F)cc1)n1ccccc1=O (centres undefined) → 1.8	i	i	-6.6	i	6.9	i	14.3	i	0.5	i
Record of Cc1ccnc(SCC(=O)Nc2sc3c(c2C#N)CCCC3)n1 → 1.5	i	i	-6.1	i	-1.0	i	-2.1	i	9.7	i

Other results:
canonical_smiles | GSK3B inh | KCNQ1 inh | KCNK3 block | hERG protect | KCNK9 inh | HDAC3 inh | PolyA inhibitor | GSK3 alpha inh | KCNQ1 act | DYRK1A inh | RGS4 act
Cc1ccc(C(=O)O/N=C/C2=C(Cl)c3ccccc3CC2)cc1 | 2.2 | i | i | -12.7 | i | 0.9 | i | -0.4 | i | 7.7 | i
CC(C)(CNC(=S)NCCc1ccccc1)CNC(=S)NCCc1ccccc1 | -2.1 | 14* | -9.35* | -18.6 | i | · | i | · | i | -0.7 | i
CCCCn1c(SCC(N)=O)nnc1-c1ccco1 | -1.1 | i | i | -8.9 | i | -2.1 | i | -0.9 | i | 0.8 | i
Cc1cccc(NC(=O)Cn2cnc3c(oc4ccccc43)c2=O)c1 | 1.5 | i | i | -0.8 | i | -7.5 | i | · | i | 4.9 | i
NC(=O)[C@@H]1CC2(CC(c3cccc(NC(=O)COc4ccc(Cl)cc4)c3)=NO2)CN1C(=O)COc1ccc(Cl)cc1 (some centres undefined) | -2.1 | i | i | -7.3 | i | 4.9 | i | -1.2 | i | -2.4 | i
C[C@H](Nc1ncnc2sc3c(c12)CCC3)C(=O)O | 1.1 | i | i | 2.0 | i | -15.6 | i | · | i | 1.8 | i
CCOC(=O)c1[nH]c(C)c(C(=O)Nc2ccc3c(c2)OCCO3)c1C | -3.1 | i | i | -9.2 | i | 8.3 | i | -1.2 | i | 3.2 | i
CC(C)CNC(=O)c1ccc(Cl)c(Cl)c1 | -0.2 | i | i | -12.1 | i | 10.3 | i | -5.1 | i | -4.2 | i
COC1OC(COC(=O)CNC(=O)OC(C)(C)C)C(O)C(O)C1O (centres undefined) | -4.5 | i | i | -8.6 | i | 2.6 | i | -0.8 | i | -31.4 | i
CN(C)/C=C(\C(=O)c1ccccc1)c1nnnn1-c1ccc(F)cc1 | -4.5 | i | i | -7.1 | i | 4.6 | i | 1.0 | i | 0.2 | i
Cc1ccc(-n2c(C)nc3c(cnn3-c3ccc(F)cc3)c2=O)cc1 | 1.5 | i | i | -5.6 | i | -7.2 | i | 2.2 | i | -10.3 | i
CCOC(=O)N1CCC(N(CCOC)C(=O)Nc2ccc(CC)cc2)CC1 | 2.7 | i | i | -11.0 | i | 12.1 | i | -3.4 | i | · | i
O=C(CNC1CC1)Nc1cc(C(F)(F)F)ccc1Cl | -0.6 | i | i | -9.1 | i | -1.5 | i | -0.6 | i | 2.7 | i
C#CC[N+]1(CC#Cc2cccc(C)c2)CCCCC1 | 1.2 | i | i | -8.7 | i | ? | i | -1.2 | i | -5.1 | i
Cc1ccc(S(=O)(=O)N(CC(=O)N2CCc3ccccc3C2)c2ccc(Cl)c(Cl)c2)cc1 | 0.9 | i | i | -7.0 | i | 7.1 | i | -4.2 | i | -6.9 | i
COC(=O)c1ccccc1NC(=O)c1noc2c1CCCC2 | -2.2 | i | i | -12.4 | i | 4.9 | i | 0.1 | i | 18.3 | i
O=C(CN1C(=O)COc2ccc(S(=O)(=O)N3CCCCC3)cc21)NCc1ccccc1Cl | -0.1 | i | i | -4.7 | i | -2.2 | i | -1.4 | i | 0.1 | i
CC1CCc2nc(/C(C#N)=C/c3cccnc3)sc2C1 (centres undefined) | -0.9 | i | i | -14.4 | i | 1.0 | i | 0.8 | i | -2.0 | i
CCC1CCCCN1CCCNC(=O)CN1C(=O)CSc2ccc(S(=O)(=O)N3CCC(C)CC3)cc21 (centres undefined) | 1.8 | i | i | -8.6 | i | -1.8 | i | 6.4 | i | · | i
